# Sm TGR block: qHTS Assay for the Inhibitors of Schistosoma Mansoni Peroxiredoxins; Schistosoma mansoni thioredoxin glutathione reductase (TGR), Q962Y6; purified TGR, DTNB reduction, TNB absorbance 405 nm; Potency, µM (top dose mostly 114 µM), for inactives: at the top dose activity change, negative = inhibition, actives largely listed as inhibitors; 3% of 360,000 active; AID 485364, 2010; note: potency is the fitted concentration of half-maximal effect; nearly all actives have a fitted effect of over 60% in size
#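 TGR 20 nM + NADPH 100 uM (dispensed conc.), cpd preinc 15 min RT; start with NADPH (500 uM addition) then DTNB (15 mM addition). Kinetic TNB absorbance, 405 nm filter. Four-parameter Hill fit across titration.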
# Giardia FBPA inh: qHTS Assay for Inhibitors of Fructose-1,6-bisphosphate Aldolase from Giardia Lamblia. A8B2U2. purified Giardia FBPA. Potency, µM (doses to about 59.6 µM), for the others: top-dose activity, negative = inhibition, usual class: inhibitors. 0.71% of 290,000 active. AID 2451, 2010; note: potency is the fitted concentration of half-maximal effect; nearly all actives have a fitted effect of over 55% in size
# Target sequence (A8B2U2 whole entry, looked up): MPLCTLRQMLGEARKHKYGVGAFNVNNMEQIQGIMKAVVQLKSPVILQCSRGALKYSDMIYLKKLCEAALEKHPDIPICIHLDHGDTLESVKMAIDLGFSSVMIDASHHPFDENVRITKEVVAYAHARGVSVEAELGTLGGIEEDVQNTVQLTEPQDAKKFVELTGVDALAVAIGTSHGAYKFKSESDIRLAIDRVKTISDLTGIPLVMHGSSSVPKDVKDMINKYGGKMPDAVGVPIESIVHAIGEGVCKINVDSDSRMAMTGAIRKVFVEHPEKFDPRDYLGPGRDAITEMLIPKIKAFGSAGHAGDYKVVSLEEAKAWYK
#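 40 nM FBPA preincubated 10 min at RT with compound (up to 57.5 uM final), then substrate plus GAPDH/TPI/NAD/arsenate coupling and diaphorase/resazurin added. Fluorescence read after 20 min at RT, 525/598 nm.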
# HCMV antiviral: qHTS Assay for inhibitors of the human cytomegalovirus (HCMV); activity change, negative = inhibition, % at 57.5 µM; HFF cells, HCMV-luciferase reporter, 72 h; stronger effect = lower value; 4.5% of 410,000 active; AID 1259415, 2018; in the data active = activity change below about -60%; inconclusive = no clear call, values can overlap the other calls; inactive = above about -39%
#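 Two compound doses tested in HFFs infected with HCMV-luciferase, MOI 1 PFU/cell, 72 h at 37C. Lysate luminescence read with OneGlo; data normalized against buffer-only and 10uM Salinomycin inhibitor controls.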
# AmpC no deterg: qHTS Inhibitors of AmpC Beta-Lactamase (assay without detergent). AmpC nitrocefin hydrolysis, absorbance 480 nm, 0.0001% Triton. Potency, µM (highest dose often 57.1 µM), for the others: top-dose activity change, negative = inhibition, most hits filed as inhibitors. P00811. AID 485341, 2010. 0.52% of 330,000 active;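 note: potency is the fitted concentration of half-maximal effect; plate controls were no compound for no effect and no enzyme for full effect; nearly all actives have a fitted effect of over 20% in size; some results filed as inactive show a strong effect at the top dose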
# Target sequence (P00811 whole entry, looked up): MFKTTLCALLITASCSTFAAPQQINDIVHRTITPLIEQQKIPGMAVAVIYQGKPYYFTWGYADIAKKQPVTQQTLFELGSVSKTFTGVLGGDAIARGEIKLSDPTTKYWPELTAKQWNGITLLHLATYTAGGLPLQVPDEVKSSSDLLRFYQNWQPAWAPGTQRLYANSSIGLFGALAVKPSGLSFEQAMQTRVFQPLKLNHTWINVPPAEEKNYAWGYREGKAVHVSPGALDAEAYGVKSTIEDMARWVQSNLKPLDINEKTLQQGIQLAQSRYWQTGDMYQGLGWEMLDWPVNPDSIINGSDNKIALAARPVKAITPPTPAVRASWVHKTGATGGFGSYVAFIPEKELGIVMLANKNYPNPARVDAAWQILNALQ
#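 AmpC (5.3 nM in the dispensed reagent) in 20 mM phosphate pH 7.0 with 0.01% (detergent screen) or 0.0001% Triton X-100 was preincubated with compounds for 15 min at room temperature. Nitrocefin was then added from an 800 uM solution, and hydrolysis was followed at 480 nm.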
# AMA1-RON2 inh: qHTS for Inhibitors of AMA1-RON; Towards Development of Antimalarial Drug Lead: Primary Screen | AlphaScreen AMA1-biotinylated RON2 peptide binding | Potency, µM (titrated, usually from 58.2 µM), without a hit: at the top dose activity change, negative = inhibition, most hits filed as inhibitors | 0.2% of 360,000 active | AID 720542, 2013;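 note: potency is the fitted concentration of half-maximal effect; 0% = vehicle wells and -100% = peptide control; nearly all actives have a fitted effect of over 45% in size; some results filed as inactive show a strong effect at the top dose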
#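 AMA1 (3D7) with his tag at 25 nM final met compounds first, then biotinylated RON2 peptide at 25 nM; detection used donor plus acceptor beads, 10 µg/mL apiece, read by AlphaScreen after 30 min at room temperature.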
# AmpC inh detg: qHTS Inhibitors of AmpC Beta-Lactamase (assay with detergent); P00811; AmpC hydrolysis of nitrocefin, absorbance 480 nm, 0.01% Triton; Potency, µM (doses to about 114 µM), without a hit: at the top dose activity change, negative = inhibition, most hits filed as inhibitors; 0.041% of 370,000 active;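 note: potency is the fitted concentration of half-maximal effect; 0% = no-compound wells and -100% = no-enzyme wells; nearly all actives have a fitted effect of over 25% in size; some results filed as inactive show a strong effect at the top dose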
#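 20 mM phosphate pH 7.0 + 0.01% (detergent screen) or 0.0001% Triton X-100; 5.3 nM AmpC reagent; cpd preinc 15 min RT; nitrocefin (800 uM stock) to start; A480 q20 s × 4 min; Activity was normalised to no-enzyme and no-compound control wells.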
# Numbers without * were called inactive; ? = inconclusive; . = not tested or not shown; & = joins results of further samples; [ ] = dose if it differs, or a comment. Unless noted, calls come from the whole dose curve; as a rule, active = well fitted curve in the direction sought with a large enough effect; inconclusive = small, poorly fitted or top-dose-only effect, or another doubt; inactive = no such curve, though single readings can be large; an effect the other way counts as inactive or inconclusive. Unless noted, % is set by controls: 0 for no effect and ±100 for the full control effect. This is a random part of the collection, and some 7.8% of all compounds hit somewhere here.
# Start of the listing, in advance (6 entries):
SMILES,Sm TGR block,Giardia FBPA inh,HCMV antiviral,AmpC no deterg,AMA1-RON2 inh,AmpC inh detg
COc1ccc(F)cc1S(=O)(=O)Nc1ccc2c(c1)OCCO2,-9.9%,-0.3%,-6.0,-20.9%,0.0%,-9.6%
Cc1ccc(S(=O)(=O)N=Nc2c(O)[nH]c3ccccc23)cc1C,-20.7%,?,60.4,-26.6%,-7.9%,-3.4%
O=C(CCC(=O)N1CCOc2ccccc21)Nc1ccc(F)cc1F,-18.3%,20.7%,-8.8,-6.6%,0.4%,-14.3%
Cc1cc(C)nc(NC(=O)CCC2CCCC2)c1,-13.3%,-3.4%,8.8,-9.2%,-19.1%,?
Cc1cnn2c(C3CC3)ccnc12,-0.9%,5.4%,16.7,-18.0%,0.0%,4.0%
C=CCOC(=O)C1=C(C)NC(SCC)=C(C#N)C1c1ccc(Cl)cc1 (stereo unspecified),7.1%,-7.0%,-29.8,-18.9%,-1.2%,-9.4%

# Main list, repeating the preview:
SMILES,Sm TGR block,Giardia FBPA inh,HCMV antiviral,AmpC no deterg,AMA1-RON2 inh,AmpC inh detg
COc1ccc(F)cc1S(=O)(=O)Nc1ccc2c(c1)OCCO2,-9.9%,-0.3%,-6.0,-20.9%,0.0%,-9.6%
Cc1ccc(S(=O)(=O)N=Nc2c(O)[nH]c3ccccc23)cc1C,-20.7%,?,60.4,-26.6%,-7.9%,-3.4%
O=C(CCC(=O)N1CCOc2ccccc21)Nc1ccc(F)cc1F,-18.3%,20.7%,-8.8,-6.6%,0.4%,-14.3%
Cc1cc(C)nc(NC(=O)CCC2CCCC2)c1,-13.3%,-3.4%,8.8,-9.2%,-19.1%,?
Cc1cnn2c(C3CC3)ccnc12,-0.9%,5.4%,16.7,-18.0%,0.0%,4.0%
C=CCOC(=O)C1=C(C)NC(SCC)=C(C#N)C1c1ccc(Cl)cc1 (stereo unspecified),7.1%,-7.0%,-29.8,-18.9%,-1.2%,-9.4%
CCN(CC)C(=O)C1CCN(S(=O)(=O)c2ccc3oc4ccccc4c3c2)CC1,-14.6%,2.2%,-69.8*,39.8%,4.8%,-1.0%
Cc1cc(Oc2ccc(N)cn2)ccc1Cl,?,-7.4%,99.4,-11.6%,-3.2%,0.5%
CC[C@@H](C)C(NC(=O)OC(C)(C)C)c1cn([C@@H](Cc2cc3ccccc3[nH]2)C(=O)N2CCN(C(=O)OC(C)(C)C)CC2)nn1 (stereo partly specified),-18.2%,-5.2%,7.1,154.0%[activator],-1.9%,10.3%
O=C(CCCOc1ccc(Cl)cc1Cl)N/N=C/c1ccc(Cl)cc1,4.3%,-16.2%,23.9,-25.6%,44.2%[activator],0.1%
Cc1cccc(-n2c(SCC(=O)Nc3cccc(S(=O)(=O)NC4=NCCCCC4)c3)nc3ccccc3c2=O)c1C,1.4%,1.0%,?,-2.1%,-5.6%,-9.7%
COC(=O)C1=CN(Cc2ccc(OC)c(OC)c2)C=C(C(=O)OC)C1c1ccc(F)cc1,-1.5%,-9.1%,10.9,86.6%[activator],69.2%[activator],?
CC1CCCN(C(=O)CN2C3CCC2CC(O)(c2ccc(F)cc2)C3)C1 (stereo unspecified),-0.6%,2.6%,7.0,-1.4%,2.6%,4.7%
CCc1ccccc1NC(=O)CCNS(=O)(=O)c1ccc2c(c1)CCC(=O)N2,-13.2%,-2.1%,-27.7,-0.4%,-1.9%,-8.3%
C/C(=N\Nc1cc(N2CCOCC2)ncn1)c1ccccc1,-21.4%,12.0%,-11.5,4.6%,14.4%,?
O=C(c1ccccc1Sc1ccc([N+](=O)[O-])cc1Cl)N1CCOCC1,42.0%[activator],?,37.8,48.6%,3.2%,-4.3%
COc1ccc(OC)c(N2Cc3ccccc3C2=N)c1,6.2%,0.6%,0.0,4.1%[2.29 µM],-5.9%,-10.0%
COc1ccc(NC(=O)COC(=O)c2ccc(F)cc2F)cc1,-12.8%,4.7%,-31.9,-1.9%[11.4 µM],?,?
COc1cccc(NC(=O)C2CC(=O)N(C)C(=Nc3cccc(F)c3)S2)c1 (stereo unspecified),-0.4%,-1.2%,37.9,33.7%,-7.3%,-2.1%
Cc1cc(C)n(-c2nnc3c4ccccc4n(C)c3n2)n1,7.7%,-8.9%,108.7,18.3%,6.5%,-0.7%
O=[N+]([O-])c1ccc(C2(O)CN(c3ccccc3)C3=[N+]2CCS3)cc1 (stereo unspecified),1.3%,-19.2%,28.0,-20.4%,-18.4%,9.5%
COCC(=O)N/N=C\c1ccc(OC/C=C/c2ccccc2)c(OC)c1,-5.5%,2.4%,-0.5,20.5%,43.1%[activator],-3.6%
Cc1c(-c2cc(C(=O)O)on2)cnn1C,-0.4%,4.1%,?,-24.4%,-5.1%,2.4%
CCOc1ccc(C(=O)NCC(=O)NC(C)CCc2ccccc2)cc1OCC (stereo unspecified),-1.7%,.,29.0,57.8%,66.4%[activator],-0.9%
CCOC(=O)c1cnc2c(ccc3ccccc32)c1Nc1cccc(OC)c1,23.9%,.,10.7,.,.,11.7%

# Quoted at random: 2 records from the list
SMILES,Sm TGR block,Giardia FBPA inh,HCMV antiviral,AmpC no deterg,AMA1-RON2 inh,AmpC inh detg
Cc1c(-c2cc(C(=O)O)on2)cnn1C,-0.4%,4.1%,?,-24.4%,-5.1%,2.4%
CC1CCCN(C(=O)CN2C3CCC2CC(O)(c2ccc(F)cc2)C3)C1 (stereo unspecified),-0.6%,2.6%,7.0,-1.4%,2.6%,4.7%

# (continued)
SMILES,Sm TGR block,Giardia FBPA inh,HCMV antiviral,AmpC no deterg,AMA1-RON2 inh,AmpC inh detg
O=C(c1ccncc1)N(c1ccc2oc3c(c2c1)CCCC3)S(=O)(=O)c1ccc(F)cc1,-0.7%,-3.9%,28.7,-3.8%,-13.2%,-5.8%
C=CCn1c(SCC(=O)Nc2nc(C)cs2)nnc1C(CO)NC(=O)c1ccccc1 (stereo unspecified),10.2%,-15.9%,56.3,-4.9%,-0.2%,-6.6%
CCn1c(CC(=O)Nc2ccc(F)cc2)nnc1SCC(=O)NC1=NCCS1,9.9%,15.8%,-26.2,-0.8%,-3.8%,1.4%
COc1ccccc1CNC(=O)C1CCN(S(=O)(=O)N2CCCCC2)CC1,2.6%,0.6%,-31.3,-13.0%,17.2%,-3.2%
Cc1ccc(SCc2nc3ccccc3n2CC(=O)Nc2c(C)cccc2C)cc1,-23.6%,4.2%,-14.8,-31.5%,21.4%,?
O=C1CC(c2ccsc2)c2ccc3ccccc3c2N1 (stereo unspecified),-11.0%,-5.4%,-0.3,-22.1%,-6.5%,3.2%
CC(C)NC(=O)Cn1nnc(-c2ccc(Cl)cc2)n1,15.2%,3.8%,28.2,-1.2%,6.7%,0.3%
Cc1cc(C)c(NC(=O)CN2C(=O)CCn3nc(-c4cccn4C)cc32)c(C)c1,-19.7%,.,3.2,.,.,0.0%
Cc1cccc(CSC(Nc2ccc(F)cc2)=C(C#N)C#N)c1,-18.9%,-0.2%,-101.6*,-31.9%,-11.8%,-5.9%
CCOC(=O)c1cc(-c2ccc(OC)cc2)nn1Cc1ccccc1,-5.1%,.,107.8,.,.,2.0%
COc1cccc(CNC(=O)CCn2ccc3cc(S(=O)(=O)N4CCCC4)ccc32)c1,-10.4%&28.7%,0.0%,-38.2&-0.4,-2.4%,1.8%,5.2%&15.9%
Cc1cc(OCC(=O)NCc2ccccn2)c2c(C)cc(=O)oc2c1,-4.2%,6.6%,70.3,-6.2%,32.2%[activator],-9.4%
CCOc1cc(C(=S)N2CCOCC2)ccc1OS(=O)(=O)c1ccc(NC(C)=O)cc1,9.7%,6.3%,-82.8*,27.3%,-0.5%,0.3%
COC(=O)c1ccccc1NC(=O)c1c(C)oc2ncn(C)c(=O)c12,-1.4%,.,-90.9*,.,.,-0.8%
COc1ccc(C)cc1NC(=O)Nc1ccc2c(c1)CCC2,-0.9%,.,18.7,?,0.0%,-11.3%
Cn1c(CNC2CCCCC2)nc2ccccc21,.,5.1%,3.6,-10.4%,34.2%[activator],3.9%
CC12CCC(=O)N1C(C(=O)Nc1nc(-c3cc(F)ccc3F)cs1)CS2 (stereo unspecified),0.9%,.,?,-25.4%,-3.0%,?
Cc1ccccc1CS(=O)(=O)Cc1ccc(C(=O)NCc2ccco2)o1,56.2µM*,3.6%,-25.7,-13.6%,7.6%,2.9%
NNC(=O)c1ccc2ccccc2n1,16.0%,-10.8%,18.6,-26.2%,66.2%[activator],2.1%
COCc1c(C(=O)NCC2COc3ccccc3O2)oc2ccccc12 (stereo unspecified),1.6%,.,0.0,-6.2%,-5.7%,-2.0%
S=C(NCc1ccccc1)Nc1nccs1,3.16µM*,12.6µM*,-39.3,-33.3%,55.2%[activator],?
O=C1C=C(c2ccc(Oc3ccccc3)cc2)C[C@@H](c2ccc(Cl)cc2)C1,-6.0%,.,18.2,-18.7%,-8.8%,-0.3%
CCN(CC)S(=O)(=O)c1nnc(NC(=O)COc2cccc(C)c2)s1,-4.7%,.,19.1,.,.,-0.5%
COc1ccc(S(=O)(=O)c2nnn(-c3cccc(Cl)c3)c2N)cc1,-2.9%&4.1%,-0.5%,?,-25.1%,7.6%,2.2%&0.3%
COc1ccc(N2CS(=O)CC2=O)cc1 (stereo unspecified),.,-3.6%,-15.1,5.4%,0.6%,-8.8%
# Other compounds.
SMILES,Sm TGR block,Giardia FBPA inh,HCMV antiviral,AmpC no deterg,AMA1-RON2 inh,AmpC inh detg
CN1C(=O)c2cccc3c(S(=O)(=O)Nc4ccccn4)ccc1c23,-2.7%,?,199.9,-14.6%,7.3%,-5.0%
COc1ccccc1N(CC(=O)NC1CCCCC1)C(=O)c1csnn1,-4.9%,4.2%,13.0,-14.9%,3.8%,-7.8%
O=C(CN1CCCC1=O)NC1(C(F)(F)F)NC(=O)N(Cc2ccccc2)C1=O (stereo unspecified),-3.0%,-0.6%,1.3,13.0%,-2.2%,-11.3%
C/C(=N\NC(=O)CSCc1ccccc1Cl)c1cc(O)ccc1O,-11.6%,-0.4%,-2.8,-37.7%,46.4%[activator],-0.6%
Cc1cc(C)cc(NC(=O)Cn2c3ncccc3c(=O)n2-c2ccc(C)c(C)c2)c1,-0.6%,.,27.6,.,.,4.3%
O=C(NCC1CCCO1)c1cnc(Cl)c(Cl)c1 (stereo unspecified),35.7%,-2.4%,-4.4,-8.5%,-7.9%,0.1%
CCCCCCNc1cc2n(c(=O)n1)CCc1cc(OC)c(OC)cc1-2,2.6%,9.1%,48.7,-14.2%,2.0%,-4.5%
Clc1ccc(-c2cc(CSc3ccccc3)on2)cc1,-26.6%,-1.2%,78.2,-27.3%,80.8%[activator],-11.5%

# Source: PubChem BioAssay
